Compound activity: PubChem, several laboratories
PfHsp90 set2: reduces growth (ATP signal) of yeast expressing P. falciparum Hsp90 | S. cerevisiae expressing PfHsp90, BacTiter-Glo ATP, 48 h; yeast lacking PDR1 and PDR3 efflux regulators | inhibition, % at 9.4 µM | 310,000 tested, 0.32% active;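 active = every replicate shows inhibition above about 80%, whatever the replicate mean, limit read from the data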;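 note: 0% = DMSO neutral controls and 100% = 20 µM radicicol positive controls; yeast relying on Plasmodium falciparum Hsp90 in place of its own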
MOR-DOR inv ag: inverse agonists of human mu-delta opioid receptor heterodimerization | inhibition, % at 9.3 µM | cell-based MOR-DOR heterodimer luminescence, inverse agonism | AID 504357 | 340,000 tested, 0.21% active | P35372+P41143; in the data active = inhibition above about 22%, passing the limit was not always enough;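 note: 0% = cells with DMSO and 100% = wells without cells with DMSO; values of inactives mirror those of a sister screen read the other way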
Target sequence (P35372 whole entry, looked up): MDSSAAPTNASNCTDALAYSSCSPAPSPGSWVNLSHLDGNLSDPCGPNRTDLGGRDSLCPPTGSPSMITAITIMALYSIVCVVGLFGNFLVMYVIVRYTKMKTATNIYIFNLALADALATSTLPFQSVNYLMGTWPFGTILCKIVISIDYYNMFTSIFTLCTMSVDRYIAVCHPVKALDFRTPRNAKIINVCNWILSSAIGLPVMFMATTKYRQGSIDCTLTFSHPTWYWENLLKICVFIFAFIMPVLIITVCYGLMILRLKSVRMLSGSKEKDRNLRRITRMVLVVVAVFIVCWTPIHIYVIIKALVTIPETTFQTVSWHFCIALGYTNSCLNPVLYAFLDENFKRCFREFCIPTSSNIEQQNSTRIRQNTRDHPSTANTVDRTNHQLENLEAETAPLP
Target sequence (P41143 whole entry, looked up): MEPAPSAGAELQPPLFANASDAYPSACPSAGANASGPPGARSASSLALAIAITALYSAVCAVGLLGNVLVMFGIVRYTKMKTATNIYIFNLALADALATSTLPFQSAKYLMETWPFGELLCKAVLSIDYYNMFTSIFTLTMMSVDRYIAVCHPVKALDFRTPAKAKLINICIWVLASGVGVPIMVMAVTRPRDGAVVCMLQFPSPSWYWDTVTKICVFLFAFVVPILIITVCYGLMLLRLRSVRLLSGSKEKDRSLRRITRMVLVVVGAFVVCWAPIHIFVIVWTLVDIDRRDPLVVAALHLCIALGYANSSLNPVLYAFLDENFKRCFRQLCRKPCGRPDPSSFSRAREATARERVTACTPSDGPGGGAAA
Arr AP2 block: human beta-arrestin and AP2 interaction inhibition. FITC-arrestin peptide / GST-AP2 beads, flow cytometry; AP2 beta2 appendage carries R879A mutation. inhibition, % at 10 µM. 340,000 tested, 0.31% active. AID 504490;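 active = inhibition above a set limit, near 3 SD of compounds lacking own fluorescence, cut at about 54% in these data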;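 note: plate controls were DMSO wells for no effect and 5 µM unlabelled arrestin peptide for full effect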
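System: GST-AP2 R879A bound to glutathione beads, E. coli-expressed. Also added: 50 nM FITC-arrestin peptide. Schedule: compound with beads 12 min RT, then probe 1 h RT. Signal: bead flow cytometry, FITC channel. Read-out basis: percent response.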
AddAB inh: less growth of phage-infected E. coli with AddAB; E. coli expressing H. pylori AddAB, absorbance growth; AID 435030; inhibition, % at 11.9 µM; 330,000 tested, 0.29% active; in the data active = inhibition above about 12%;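 note: 0% = vehicle wells of infected cells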
Pemphigus Ab inh: human desmoglein-3 autoantibody binding inhibition. DSG3-coupled beads, scFv-anti-DSG3-GFP binding, flow cytometry; stronger effect = lower value. 310,000 tested, 0.48% active. binding (percent of control), % at 10 µM. P32926;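 active = binding more than 3 SD below its plate's average and above zero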;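 note: hits lower antibody fragment binding to DSG3; some compounds called inactive have numbers as strong as hits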
phage Ecoli inh: E. coli growth loss with phage present; inhibition, % at 11.9 µM; AID 651602; 360,000 tested, 0.26% active; growth absorbance; in the data active = inhibition above about 11%
Tat transport: blocks Tat-dependent protein export in E. coli | 340,000 tested, 0.036% active | AID 488895 | E. coli MC4100 TorA-mCherry Tat export, fluorescence | inhibition, % at 10 µM;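 active = mean replicate inhibition at least 50% and at least half of replicates individually reaching 50%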;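 note: exported cargo escapes ClpAP degradation while cytoplasmic cargo is degraded and loses fluorescence; 0% = median of neutral control wells and 100% = median of NaSCN control wells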
Mot1-301 SUMO: inhibitors of SUMOylation pathway: yeast Mot1-301 growth rescue. S. cerevisiae Mot1-301 growth rescue, ATP luminescence, 38.5C; percent above DMSO median, 100 means doubled. 320,000 tested, 1% active. growth rescue, % at 18.8 µM;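 active = every valid replicate shows activation above 250% relative to neutral control wells; inactive = the rest, any valid replicate at or below 250%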;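 note: OY570 slx delta 5 strain wells were the positive control but not used for scaling; some compounds called inactive have numbers as strong as hits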
PKA-R1A activ: PKA-R1A complex activation | P00514+P68181 | PKA-R1A dissociation, Cy5-IP20 fluorescence polarization; scaled: DMSO 0%, 113 µM cGMP 100% | activation, % at 11.4 µM | 340,000 tested, 0.083% active;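 active = percent activation above the mean of all tested compounds plus 3 SD, cut at about 19% in these data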;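 note: higher means more PKAc released from R1A so a rise in polarization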
MOR-DOR ag: agonists of human mu-delta opioid receptor heterodimerization | AID 504326 | 340,000 tested, 0.3% active | activation, % at 9.3 µM | cells, OPRM1-OPRD1 heterodimerization, luminescence | P35372+P41143; in the data active = activation above about 18%;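 note: 0% = vehicle-treated cells and 100% = reference agonist; values of inactives mirror those of a sister screen read the other way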
Ecoli viability: reduces bacterial viability in AddAB counter-screen; 330,000 tested, 0.27% active; AID 449728; E. coli V3065 growth, OD600 absorbance, 18 h; inhibition, % at 11.9 µM;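 active = inhibition above the campaign's mean inhibition across all tested compounds plus 3 SD, cut at about 9.9% in these data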;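 note: uninfected addAB+ strain grown without phage in ampicillin broth; 0% = DMSO wells and 100% = ciprofloxacin 0.95 µg/ml wells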
* hit, by the source's call; / = not tested or not shown.

Structure	PfHsp90 set2	MOR-DOR inv ag	Arr AP2 block	AddAB inh	Pemphigus Ab inh	phage Ecoli inh	Tat transport	Mot1-301 SUMO	PKA-R1A activ	MOR-DOR ag	Ecoli viability
COc1ccc2cc(C(=O)Nc3ccccc3)sc(=O)c2c1OC	-1	-7	37	3.1	88	3.8	-8	-10	-9	1.2	0.7
O=C(CCc1nc2ccccc2c(=O)[nH]1)N1CCN(C/C=C/c2ccccc2)CC1	5	13	-4	0.4	102	2.5	-3	-6	-1	-2.4	-1.6
O=C(NCC1CCCO1)c1csc2c1CCCC2 (centres undefined)	15	-9	8	-0.7	83	3.6	-4	-2	6	1.4	-4.2
O=C1Cc2cc(S(=O)(=O)Nc3cccc([N+](=O)[O-])c3)cc3c2N1CCC3	1	18	23	0.3	/	-0.8	1	-4	-8	-3.4	-1.2
Cc1cc(Br)c(NC(=O)COC(=O)CSc2nnc(-c3ccc(Cl)cc3)o2)c(Br)c1	-7	10	3	4.1	90	2.0	-1	32	-6	-2.0	2.3
CNc1ccc(OC(F)F)cc1C(=O)c1ccccc1	-13	-46	4	0.6	85	-2.2	1	-2	-2	7.3	-0.6
CC(C)c1ccccc1OCC(=O)Nc1ccccc1C(=O)N1CCOCC1	1	11	-10	2.5	107	1.8	1	-11	0	-2.2	1.4
CC(OC(=O)CSc1ccc([N+](=O)[O-])cc1)C(=O)NCc1ccccc1 (centres undefined)	-12	-5	-2	1.6	107	/	-1	28	2	0.7	0.9
Cc1ccc(NC(=O)c2ccc3ccccc3n2)nc1	10	5	-3	1.4	/	0.0	-5	17	-6	-0.8	-1.1
CC(=O)Nc1ccc(NC(=O)/C(=C/c2ccco2)NC(=O)c2ccccc2)cc1	24	5	2	2.0	102	4.9	-5	0	2	-1.0	2.6
COC(=O)c1ccccc1C(=O)N1CCOCCN(C(=O)c2ccccc2C(=O)OC)CCOCC1	-31	12	11	1.4	87	3.3	-3	-2	3	-1.9	0.5
COc1ccc([N+](=O)[O-])cc1NC(=O)CCCOc1ccccc1	-8	-6	-5	0.6	105	2.6	-8	-26	-14	1.1	-0.2
O=C(CN(CC1CCCO1)C(=O)CNS(=O)(=O)c1ccc(F)cc1)NCc1ccccc1 (centres undefined)	4	13	27	2.4	98	0.9	-6	886*	6	-2.5	1.5
CSc1ccc(C#N)cc1NC(=O)c1ccc(Cl)nc1	-14	0	8	-0.7	101	4.5	-5	58	2	-0.1	-1.5
CC(C)NCCCOc1ccc(C(C)(C)c2ccccc2)cc1	7	11	-2	0.7	122	-0.3	-7	/	-2	-1.9	2.5
O=C(O)CCC1(c2ccccc2)NC(=O)NC1=O (centres undefined)	-21	11	-8	-0.3	102	2.1	4	0	-2	-2.1	-0.9
COCCn1nnnc1C(c1ccc(C(F)(F)F)cc1)N1CCOCC1 (centres undefined)	-4	7	4	1.5	/	2.5	-10	2	-1	-1.4	-0.7
Cc1c(Cl)c([N+](=O)[O-])nn1CCCC(=O)Nc1cc(Oc2ccccc2)cc([N+](=O)[O-])c1	-4	5	-5	0.1	103	3.7	0	-23	10	-0.8	0.2
COc1ccccc1CNS(=O)(=O)CCNCCc1ccccc1	10	4	19	/	101	5.3	3	/	1	-0.8	/
CC1CCCCN1c1ncnc2ccccc12 (centres undefined)	-7	1	10	3.0	102	2.2	2	-5	-5	-0.1	0.0
O=C(NCc1nc2ccccc2[nH]1)C1=C[C@@H](C2CCCCC2)C[C@@H](OCCCCO)O1	5	11	-4	1.4	/	0.5	2	-25	-6	-2.0	-0.2
NC(=O)CC(NC(=O)Cc1ccc(Br)cc1)c1ccc(N2CCC(N3CCCC3)CC2)c([N+](=O)[O-])c1 (centres undefined)	8	-2	-3	3.1	90	1.4	-1	1	3	0.4	-4.1
O=C(Nc1ccc(C(=O)NCCCN2CCCCC2)cc1)C1=CSCCO1	-7	8	11	5.1	111	1.0	2	-5	1	-1.7	1.3
COc1ccc(C(=O)c2oc3ccccc3c2N)cc1	/	0	7	1.0	107	2.2	7	6	-5	0.0	-1.4
COc1ccccc1NC(=O)CCC(=O)N/N=C(/C)c1ccc(C)cc1	5	2	-13	2.8	99	4.2	-1	15	-2	-0.5	1.3

Mot1-301 SUMO: what is marked active above
Compound,PfHsp90 set2,MOR-DOR inv ag,Arr AP2 block,AddAB inh,Pemphigus Ab inh,phage Ecoli inh,Tat transport,Mot1-301 SUMO,PKA-R1A activ,MOR-DOR ag
O=C(CN(CC1CCCO1)C(=O)CNS(=O)(=O)c1ccc(F)cc1)NCc1ccccc1 (centres undefined),4,13,27,2.4,98,0.9,-6,886*,6,-2.5

(continued)
Structure	PfHsp90 set2	MOR-DOR inv ag	Arr AP2 block	AddAB inh	Pemphigus Ab inh	phage Ecoli inh	Tat transport	Mot1-301 SUMO	PKA-R1A activ	MOR-DOR ag	Ecoli viability
Nc1cc(N2CCCCC2)c(Cl)cc1[N+](=O)[O-]	-15	-23	-6	-5.2	101	3.6	-1	-16	-4	4.8	1.6
COC(=O)N/N=C/c1cc(C)n(-c2ccccc2)c1C	-6	14	4	2.0	84	1.8	-2	-15	-6	-2.2	-1.2
N#C/C(=C\c1ccccc1)c1ccccn1	-12	10	6	-1.5	103	4.1	-4	7	-18	-2.1	1.9
Nc1nnc(CCN2C(=O)CSC2=O)s1	22	0	-4	1.4	101	2.7	8	-10	-1	-0.1	2.8
S=C1NC2=C(CCCC2=C2SCCCS2)C(c2ccccc2)N1 (centres undefined)	-13	-4	24	3.2	109	2.4	0	-4	-2	0.7	1.2
CCCC(c1nnnn1Cc1ccc(OC)cc1)N1CCN(C(=O)c2ccco2)CC1 (centres undefined)	-5	6	14	0.6	114	0.5	-4	-11	4	-0.7	-0.7
Cn1c(=O)c(C(=O)NCc2ccc(F)cc2)c(O)c2ccccc21	-3	4	7	-0.8	102	1.8	-7	4	2	-0.8	1.8
N#Cc1c(-c2cccs2)cc(C2CC2)nc1SCC(N)=O	-7	8	27	2.2	94	1.4	4	-8	0	-1.5	-1.1
O=C(c1ccc(S(=O)(=O)N2CCOCC2)cc1)N(c1ccccn1)C1CCCCC1	0	-5	0	0.0	100	2.1	5	690	-12	0.9	-1.3
Cc1nc(Nc2ccncc2)c2oc3ccccc3c2n1	13	7	17	1.2	101	1.3	3	4	-3	-1.3	0.7
COc1ccccc1CCn1cc(C#N)c(=O)[nH]c1=O	/	/	0	-4.5	110	2.1	/	-3	/	/	-1.1
COc1ccc(/C=N/N2CCN(c3ccncc3S(=O)(=O)N3CCCCC3)CC2)cc1	15	2	-2	4.0	110	0.3	-1	18	-3	-0.6	-0.8
O=C(CC1C(=O)NCCN1C(=O)Nc1ccc(F)cc1)Nc1cc(Cl)ccc1Cl (centres undefined)	-1	10	-7	-1.8	116	3.1	4	-6	-3	-1.9	-1.5
CCCn1c(N)c(C(c2ccc(OC)cc2)N2CCN(c3ccccc3)CC2)c(=O)[nH]c1=O (centres undefined)	14	4	-9	0.2	98	0.1	8	-22	-8	-0.8	-1.3
CCOC(=O)C(Oc1ccc2c(-c3ccccc3)cc(=O)oc2c1C)c1ccccc1 (centres undefined)	12	17	-2	3.2	85	2.7	-3	159	-12	-3.5	2.0
Cc1ccc(NC(=O)CS(=O)CC(=O)NCC2OCCc3ccccc32)c(C)c1 (centres undefined)	-2	10	12	-0.1	101	1.1	4	-7	-21	-1.6	-0.7
CC(C)OC(=O)c1c(NC(=O)CCC(=O)O)sc2c1CCCCC2	3	5	31	2.9	99	1.3	-6	-10	-6	-0.9	0.4
COc1ccc(C(=O)Nc2ccc(O)c3c(=O)cc(-c4cccc(Cl)c4)oc23)cc1	-21	9	-3	3.2	109	-0.4	1	0	-10	-1.9	-3.1
COC(=O)c1ccc(COC(=O)C2CCN(S(=O)(=O)c3ccc(C)c(C)c3)CC2)o1	12	3	3	1.6	101	1.9	11	16	-4	-0.5	-2.6
NNc1ncnc2scc(-c3ccc(Cl)cc3)c12	19	10	35	1.8	95	4.7	-2	-10	-5	-1.9	-0.9
CCCOc1ccc(Cc2c(Cl)nc(SC)nc2N(C)C)cc1	0	9	9	1.6	109	4.3	1	3	-10	-1.9	-1.8
O=C(c1ccc2c(=O)n3c(nc2c1)CCCCC3)N1CCN(Cc2ccccc2)CC1	/	0	17	1.2	100	2.7	1	-9	-5	0.1	-1.6
Cc1c(NC(=O)CN2C(=O)c3ccc([N+](=O)[O-])cc3C2=O)c(=O)n(-c2ccccc2)n1C	15	8	-16	0.3	100	4.8	-2	/	-16	-1.5	0.9
CCN(CC)C(=O)c1sc2nc(-c3cccs3)cc(-c3cccs3)c2c1N	0	29	27	0.4	96	1.2	-5	-4	-7	-5.7	0.5
COc1ccccc1CCC(=O)N1CCN(C(=O)c2ccccc2)CC1	-5	15	37	1.8	102	3.1	-3	162	-1	-3.4	-2.8

Structure	PfHsp90 set2	MOR-DOR inv ag	Arr AP2 block	AddAB inh	Pemphigus Ab inh	phage Ecoli inh	Tat transport	Mot1-301 SUMO	PKA-R1A activ	MOR-DOR ag	Ecoli viability
OC(CON=C1c2ccccc2-c2ccccc21)CN1CCNCC1 (centres undefined)	17	-19	13	0.0	102	0.2	-6	7	2	3.7	-0.9
O=C(O)CC1(CC(=O)Nc2ccc(Br)cc2)CCCCC1	15	10	0	7.3	/	2.8	-2	-18	8	-2.2	2.0
COc1ccccc1CN1CC(C(=O)N(C)CCc2nc3ccc(F)cc3[nH]2)CCC1=O (centres undefined)	4	4	-12	0.4	98	5.3	3	-11	2	-0.7	-0.3
O=C(Oc1ccccc1)c1ccc2nsnc2c1	1	-27	15	0.7	90	0.0	-15	-7	16	4.6	-3.0
O=C(Nc1ccc(Cl)cc1Cl)NC1CCN(S(=O)(=O)c2ccc(F)cc2)CC1	-4	-22	15	-1.4	85	-1.8	-9	54	-5	4.4	-2.0
Cc1ccc(C(=O)NCCN2CCOCC2)cc1S(=O)(=O)N1CCCCC1	-5	10	-12	/	108	3.9	-2	7	1	-3.2	/
COC(=O)CNC(=O)CNC(=O)c1nn(-c2ccc(OC)c(Cl)c2)c(=O)c2ccccc12	48	15	-1	5.3	/	3.9	3	-9	-1	-2.9	-0.3
O=C(COC(=O)c1ccc2c(c1)OCO2)Nc1ccccc1Cl	-7	14	-1	4.2	100	4.6	-3	15	-2	-2.6	0.7
Cc1ccc(/C=C/C(=O)c2cc(Br)ccc2OC(=O)c2ccco2)cc1	-14	8	-2	0.7	/	2.2	21	115	-7	-1.5	1.6
